E coli growth – E. coli V3065 growth inhibition, primary screen, counter-screen for AddAB inhibitor project, absorbance, OD600; actives 0.27% (n = 330,000); inhibition, % at 11.9 µM; 18 h; AID 449728, 2010;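 active means inhibition above the campaign's mean inhibition across all tested compounds plus 3 SD, cut at about 9.9% in these data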;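 further: uninfected addAB+ strain grown without phage in ampicillin broth; 0% = DMSO wells and 100% = ciprofloxacin 0.95 µg/ml wells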
DSG3 Ab inh – inhibitors of pemphigus antibody binding to DSG3, primary screen, biochemical, bead-based, flow cytometry, scFv-GFP; DSG3-coupled beads, scFv-anti-DSG3-GFP binding; hits give low values; binding (percent of control), % at 10 µM; actives 0.48% (n = 310,000); AID 588358, 2011;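 active means binding more than 3 SD below its plate's average and above zero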;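 further: hits lower antibody fragment binding to DSG3; some compounds called inactive have numbers as strong as hits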
phage Ecoli inh – growth loss of phage-infected E. coli, primary screen, RecBCD inhibitor project, absorbance, with phage, HTS; inhibition, % at 11.9 µM; actives 0.26% (n = 360,000); AID 651602, 2012; in the data active means inhibition above about 11%
Tat export inh – E. coli Tat export inhibitors, primary screen, MC4100, TorA-mCherry reporter, fluorescence, single point; inhibition, % at 10 µM; actives 0.036% (n = 340,000); AID 488895, 2010;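 active means mean replicate inhibition at least 50% and at least half of replicates individually reaching 50%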;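 further: exported cargo escapes ClpAP degradation while cytoplasmic cargo is degraded and loses fluorescence; 0% = median of neutral control wells and 100% = median of NaSCN control wells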
PfHsp90 set2 – growth inhibition of PfHsp90-expressing yeast, primary screen, antimalarial PfHsp90 inhibitor project, S. cerevisiae, BacTiter-Glo luminescence, single point, set 2 | BacTiter-Glo ATP, 48 h; yeast lacking PDR1 and PDR3 efflux regulators | inhibition, % at 9.4 µM | actives 0.32% (n = 310,000) | AID 504621, 2011;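 active means every replicate shows inhibition above about 80%, whatever the replicate mean, limit read from the data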;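 further: 0% = DMSO neutral controls and 100% = 20 µM radicicol positive controls; yeast relying on Plasmodium falciparum Hsp90 in place of its own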
AddAB inh – growth inhibition of E. coli expressing H. pylori AddAB, primary screen, AddAB inhibitor project, absorbance; actives 0.29% (n = 330,000); inhibition, % at 11.9 µM; AID 435030, 2010; in the data active means inhibition above about 12%;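 further: 0% = vehicle wells of infected cells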
Mot1-301 SUMO – yeast Mot1-301 growth rescue at high temperature, primary screen, SUMOylation pathway inhibitor project, S. cerevisiae, ATP luminescence, 38.5C. S. cerevisiae Mot1-301 growth rescue; percent above DMSO median, 100 means doubled. actives 1% (n = 320,000). growth rescue, % at 18.8 µM. AID 2716, 2010;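 active means every valid replicate shows activation above 250% relative to neutral control wells; inactive means the rest, any valid replicate at or below 250%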;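 further: OY570 slx delta 5 strain wells were the positive control but not used for scaling; some compounds called inactive have numbers as strong as hits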
PKA-R1A act – activators of PKA-R1A holoenzyme, primary screen, biochemical, fluorescence polarization, Cy5-IP20, bovine R1A, mouse PKAc | activation, % at 11.4 µM | PKA-R1A dissociation; scaled: DMSO 0%, 113 µM cGMP 100% | cAMP-dependent protein kinase type I-alpha regulatory subunit (Bos taurus) + … | actives 0.083% (n = 340,000);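 active means percent activation above the mean of all tested compounds plus 3 SD, cut at about 19% in these data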;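 further: higher means more PKAc released from R1A so a rise in polarization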
OPRM1-OPRD1 ag – agonists of OPRM1-OPRD1 heterodimerization, primary screen, cell-based, luminescence. Mu-type opioid receptor (Homo sapiens) + Delta-type opioid receptor (Homo sapiens), …. AID 504326, 2011. actives 0.3% (n = 340,000). activation, % at 9.3 µM. cells; in the data active means activation above about 18%;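 further: 0% = vehicle-treated cells and 100% = reference agonist; values of inactives mirror those of a sister screen read the other way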
Target sequence (P35372 whole entry, looked up): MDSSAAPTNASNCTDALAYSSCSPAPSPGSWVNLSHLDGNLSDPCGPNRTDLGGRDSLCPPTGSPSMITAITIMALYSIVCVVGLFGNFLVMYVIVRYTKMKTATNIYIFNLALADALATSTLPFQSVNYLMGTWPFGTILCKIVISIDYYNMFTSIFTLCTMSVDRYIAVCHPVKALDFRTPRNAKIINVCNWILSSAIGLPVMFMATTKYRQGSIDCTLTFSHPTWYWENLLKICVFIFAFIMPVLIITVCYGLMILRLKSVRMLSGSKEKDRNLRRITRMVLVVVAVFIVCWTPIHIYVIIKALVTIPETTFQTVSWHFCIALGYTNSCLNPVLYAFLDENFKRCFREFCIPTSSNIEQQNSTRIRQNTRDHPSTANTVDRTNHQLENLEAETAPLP
Target sequence (P41143 whole entry, looked up): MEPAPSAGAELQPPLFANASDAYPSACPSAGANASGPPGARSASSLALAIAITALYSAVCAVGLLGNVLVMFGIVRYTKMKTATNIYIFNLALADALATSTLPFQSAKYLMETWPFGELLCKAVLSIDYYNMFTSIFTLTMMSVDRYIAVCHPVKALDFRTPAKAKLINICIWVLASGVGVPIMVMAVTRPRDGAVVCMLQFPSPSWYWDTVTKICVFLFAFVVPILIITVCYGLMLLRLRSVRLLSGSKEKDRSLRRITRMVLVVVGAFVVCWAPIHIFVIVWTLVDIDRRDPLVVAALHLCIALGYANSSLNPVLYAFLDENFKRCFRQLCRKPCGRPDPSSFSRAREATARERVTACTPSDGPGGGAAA
Arrestin-AP2 inh – inhibitors of beta-arrestin/AP2 binding, primary screen, biochemical, GPCR trafficking, flow cytometry | AID 504490, 2011 | beta-arrestin 1 C-terminal peptide binding to AP2 beta2-adaptin appendage (human) | inhibition, % at 10 µM | actives 0.31% (n = 340,000) | FITC-arrestin peptide / GST-AP2 beads; AP2 beta2 appendage carries R879A mutation;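 active means inhibition above a set limit, near 3 SD of compounds lacking own fluorescence, cut at about 54% in these data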;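 further: plate controls were DMSO wells for no effect and 5 µM unlabelled arrestin peptide for full effect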
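Measured by: flow cytometry, FL1 (488/535 nm); Material: AP2 appendage R879A on GSH beads; Evaluation: percent response; Timing: pre-incubation 12 min, peptide binding 1 h, room temperature; Also added: 50 nM FITC-arrestin peptide; Medium: PBS with 0.05% Tween 20 and 0.1% BSA.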
OPRM1-OPRD1 inv – inverse agonists of MOR-DOR heterodimerization, primary screen, cell-based, luminescence; Mu-type opioid receptor (Homo sapiens) + Delta-type opioid receptor (Homo sapiens), …; cell-based MOR-DOR heterodimer luminescence, inverse agonism; inhibition, % at 9.3 µM; actives 0.21% (n = 340,000); in the data active means inhibition above about 22%, passing the limit was not always enough;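 further: 0% = cells with DMSO and 100% = wells without cells with DMSO; values of inactives mirror those of a sister screen read the other way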
* hit, by the source's call; nt = not tested or not shown.

SMILES,OPRM1-OPRD1 ag,E coli growth,Tat export inh,OPRM1-OPRD1 inv,Arrestin-AP2 inh,PKA-R1A act,Mot1-301 SUMO,PfHsp90 set2,phage Ecoli inh,DSG3 Ab inh,AddAB inh
CCOc1cc(/C=N/O)ccc1OCc1ccccc1F,-0.8,-1.9,4.5,4.1,6.4,-2.5,-0.2,23.2,3.3,nt,3.7
Cn1c(O)c(N=Nc2ccc(F)cc2)c2ccccc21,-5.3,0.8,-2.4,26.0,38.9,-7.5,62.9,20.9,5.3,105.5,5.2
CC(C)(CNC(=O)c1ccc(S(=O)(=O)Nc2ccc(Cl)cc2)cc1)N1CCOCC1,-3.3,-2.3,-1.8,13.2,31.6,9.2,8.0,-16.4,0.5,nt,1.1
S=c1[nH]nc(COc2ccc(Cl)cc2)n1Cc1ccccc1,1.3,-1.4,-3.0,-6.1,nt,7.7,-25.7,5.2,4.6,101.0,1.2
O=C(O)CCN(Cc1ccccc1)S(=O)(=O)c1c(Cl)cccc1Cl,-2.2,-0.4,2.3,11.1,2.6,-2.1,71.4,-9.2,4.3,101.6,1.2
Cc1ccc(S(=O)(=O)NCCc2nnc3ccc(SCC(=O)Nc4nc(C)cs4)nn23)cc1,-1.5,-1.2,-10.5,7.7,0.6,-18.8,nt,-0.5,1.9,88.0,0.4
CC(C)(C)NC(=S)N/N=C/c1cccnc1,-0.9,-0.5,-3.4,4.7,-11.3,-11.6,2.5,15.3,2.0,111.3,0.7
O=C(CCl)Nc1cccc2ncccc12,-2.2,0.5,-2.0,11.9,-9.5,1.9,5.3,25.0,2.8,119.8,0.2
Cc1nnc(NC(=O)COc2ccccc2)s1,-1.3,-1.4,-0.3,7.3,20.1,4.6,10.5,-6.8,-0.8,106.1,0.4
O=C(c1ccc2c(c1)N(Cc1ccc(F)cc1)CCS2)N1CCOCC1,-2.2,0.1,5.7,11.5,28.8,-4.7,-5.8,24.5,1.0,nt,2.9
NC(=O)CC(NC(=O)c1ccccc1)c1ccc(N2CCC(Cc3ccccc3)CC2)c([N+](=O)[O-])c1 (centres undefined),-1.6,0.2,-13.9,9.1,-0.2,8.2,-4.9,-10.4,1.4,96.3,-0.9
C=CC[C@@H](CC(=O)N[C@H](CO)Cc1ccccc1)C(=O)N[C@@H](COC(=O)[C@@H](CC=C)CC(=O)OC(C)(C)C)Cc1c[nH]c2ccccc12,2.0,-2.6,10.4,-11.0,2.4,-2.5,-11.8,2.9,-1.8,108.8,-0.4
COc1ccccc1NS(=O)(=O)c1cc(NC(=O)C(C)C)ccc1N1CCCCC1,0.8,0.2,-0.3,-4.2,19.6,-19.2,23.0,nt,-0.1,123.1,-0.4
CCOC(=O)c1ccc(NC(=O)C2CC2)cc1,-2.3,-0.1,10.8,12.6,-5.0,3.7,-1.4,nt,0.8,104.5,-1.3
Cc1cccc(C)c1NC(=O)CNC(=O)c1ccc2ccccc2n1,1.9,-1.1,1.7,-7.7,25.5,-4.1,0.0,9.1,1.9,93.7,0.9
CC(C)N(C(=O)Cn1cc(SCC(=O)N2CCCC2)c2ccccc21)C(C)C,-1.0,2.5,1.8,4.8,21.9,-7.6,263.9,-21.4,0.9,nt,4.3
COc1ccc(CCN=C(N)NS(=O)(=O)c2ccc(OC)c(OC)c2)cc1OC,-0.9,-1.4,2.0,4.9,6.9,5.2,15.7,-16.6,-2.2,nt,1.2
CC(=O)Nc1ccc(S(=O)(=O)Oc2cccc(/C=N/N=C3/NC(=O)C(CC(=O)O)S3)c2)cc1 (centres undefined),-1.3,-0.7,2.6,7.2,16.7,-13.5,13.8,-15.1,4.5,100.4,0.3
CCN(c1ccccc1)c1cc(C)nc2ncnn12,-2.0,1.0,-4.9,9.7,6.9,-11.9,-9.7,-2.2,0.8,106.3,2.4
CC(C)c1ccc(NC(=O)Cn2c(=O)oc3cccnc32)cc1,-2.4,4.2,-4.1,12.7,-8.3,7.4,45.5,0.6,4.5,111.1,2.8
c1cn(CCCNc2ncnc3sc4c(c23)CCC4)cn1,-2.2,2.0,-0.3,11.7,-0.3,-2.9,-3.8,9.5,3.3,102.9,-0.3
COC(=O)[C@@]12CCCN1[C@H](c1ccc(-c3ccc(F)cc3)c(OC)c1)[C@H]1C(=O)N(C)C(=O)[C@H]12,-2.8,-2.4,-10.1,13.0,3.8,-5.2,465.2,-3.6,1.0,133.2,3.1
Cc1ccc(N(CCC#N)C(=O)CSc2nc3ccccc3c(=O)[nH]2)cc1,-0.5,2.6,-4.4,2.7,7.1,1.7,-8.0,-2.4,2.4,103.4,3.0
Cc1csc2nc(CNC(=O)c3cccc(C(F)(F)F)c3)cn12,-1.7,2.2,-5.5,9.4,2.4,-7.3,-5.1,7.0,1.2,96.7,1.7
O=C(CNC1CCCC1)Nc1cc(Cl)ccc1[N+](=O)[O-],-0.3,-0.2,25.9,1.5,0.2,0.3,8.6,5.6,-1.1,100.0,-1.6
COc1ccc(CCNC(=O)c2nnn(CC(=O)Nc3cccc(F)c3)c2N)cc1OC,-1.4,0.2,-12.4,9.0,-2.4,-0.2,-10.6,12.6,3.9,85.1,1.6
O=S(=O)(c1ccccc1)N1CCN=C1SCc1ccc(Cl)cc1,-0.2,0.1,8.4,1.3,-3.0,-0.6,4.0,-4.6,1.0,92.4,4.4
CCC(=O)N(Cc1cc2cc(OC)ccc2[nH]c1=O)c1ccccc1C,-3.5,-1.0,-6.2,21.0,3.1,0.3,41.4,-22.4,1.8,107.4,5.3
CCCCC1=CC2=CC(=O)C(C)(OC(=O)CCc3ccccc3)C(=O)C2=CO1 (centres undefined),1.4,0.3,13.7,-8.0,14.9,-4.0,-21.6,0.3,2.5,96.3,2.2
CCOc1ccc(C2CC(=O)NC(SCC(=O)OC)=C2C#N)cc1 (centres undefined),0.1,-0.1,-11.5,-0.3,-5.2,-1.2,97.0,-6.6,2.5,97.4,-0.4
CCOc1ccc(OCCOCCOc2c(Cl)cccc2Cl)cc1,0.3,-2.6,11.6,-1.4,36.5,-14.8,11.0,nt,2.1,nt,1.1
CC(C)(C)c1ccc(-c2nc3cc(N)ccc3o2)cc1,3.5,1.5,4.6,-18.1,37.6,2.2,-7.8,-10.4,3.8,108.2,0.7
COc1cc(/C=C2\SC(N3CCCCC3)=NC2=O)cc(OC)c1OC,-3.0,0.4,-1.9,15.4,-0.7,0.7,-10.7,-4.8,0.7,91.0,0.1
COc1ccc(C(=O)COC(=O)c2ccc(Cl)nc2)c(OC)c1,-2.2,0.4,-4.5,11.6,4.4,4.8,10.2,nt,7.7,99.2,-0.2
N#C/C(=C\C=C\c1ccccc1[N+](=O)[O-])c1nc(-c2ccc3c(c2)OCO3)cs1,-2.8,-1.8,-1.4,16.2,-7.4,-1.2,0.5,-3.2,2.0,107.2,0.1
COc1ccc(Cc2nnc(SCC(=O)c3ccccc3)o2)cc1,-0.8,1.2,0.8,4.2,-3.6,2.4,nt,-10.2,4.2,93.3,0.5
COc1ccc(C(=O)OCCNC(=O)c2c(Cl)nc3ccccn23)cc1,-1.8,0.9,5.2,10.4,-0.9,-3.9,nt,-37.3,1.1,99.3,0.2
Cc1ccc(S(=O)(=O)NC(CC(C)C)C(=O)Oc2ccc3c4c(c(=O)oc3c2)CCC4)cc1 (centres undefined),-3.3,0.1,5.2,19.1,22.6,1.4,3.3,-3.0,-0.1,100.8,2.1
C=C(C)Cc1c(C)nc(-c2ccccc2)[nH]c1=O,-1.4,1.8,-0.2,7.0,-1.4,2.5,-6.6,-5.6,4.4,97.4,2.1
CC(Oc1ccccc1F)c1nnc(SCC(=O)c2c(N)n(C3CC3)c(=O)[nH]c2=O)o1 (centres undefined),-1.2,-0.3,-4.4,4.7,-22.8,-9.0,2.2,nt,-3.7,101.5,0.3
O=S(=O)(c1ccc(=S)[nH]c1)N1CCCCC1,-3.0,1.8,1.8,13.1,10.4,-2.5,-0.4,nt,1.4,95.7,-0.3
CCc1ccc2c(c1)C1(SC(NC(C)=O)=NN1C(C)=O)C(=O)N2C(C)C (centres undefined),-1.9,-1.2,2.3,10.8,-3.1,-7.1,1.5,25.1,1.4,106.6,-0.3
Cn1c(N)c(C(=O)COC(=O)C2(c3ccc(Cl)cc3)CCCC2)c(=O)n(C)c1=O,1.3,-0.4,1.1,-6.4,-3.8,-6.3,-17.1,nt,3.7,84.3,3.6
